Screens as filed in PubChem BioAssay.
ERAP1 HTS inh = inhibitors of human ERAP1 aminopeptidase. inhibition, % at 10.7 µM. Q9NZ08. recombinant ERAP1, Leu-AMC fluorescence, 60 min. 340,000 tested, 0.15% active;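 active = mean replicate inhibition of at least 30%, or all replicates individually reaching that 30% level; inactive = mean below 30% and not every replicate reaching it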;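 note: 0% = neutral control wells and 100% = L-leucinethiol positive control wells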
Target sequence (Q9NZ08 whole entry, looked up): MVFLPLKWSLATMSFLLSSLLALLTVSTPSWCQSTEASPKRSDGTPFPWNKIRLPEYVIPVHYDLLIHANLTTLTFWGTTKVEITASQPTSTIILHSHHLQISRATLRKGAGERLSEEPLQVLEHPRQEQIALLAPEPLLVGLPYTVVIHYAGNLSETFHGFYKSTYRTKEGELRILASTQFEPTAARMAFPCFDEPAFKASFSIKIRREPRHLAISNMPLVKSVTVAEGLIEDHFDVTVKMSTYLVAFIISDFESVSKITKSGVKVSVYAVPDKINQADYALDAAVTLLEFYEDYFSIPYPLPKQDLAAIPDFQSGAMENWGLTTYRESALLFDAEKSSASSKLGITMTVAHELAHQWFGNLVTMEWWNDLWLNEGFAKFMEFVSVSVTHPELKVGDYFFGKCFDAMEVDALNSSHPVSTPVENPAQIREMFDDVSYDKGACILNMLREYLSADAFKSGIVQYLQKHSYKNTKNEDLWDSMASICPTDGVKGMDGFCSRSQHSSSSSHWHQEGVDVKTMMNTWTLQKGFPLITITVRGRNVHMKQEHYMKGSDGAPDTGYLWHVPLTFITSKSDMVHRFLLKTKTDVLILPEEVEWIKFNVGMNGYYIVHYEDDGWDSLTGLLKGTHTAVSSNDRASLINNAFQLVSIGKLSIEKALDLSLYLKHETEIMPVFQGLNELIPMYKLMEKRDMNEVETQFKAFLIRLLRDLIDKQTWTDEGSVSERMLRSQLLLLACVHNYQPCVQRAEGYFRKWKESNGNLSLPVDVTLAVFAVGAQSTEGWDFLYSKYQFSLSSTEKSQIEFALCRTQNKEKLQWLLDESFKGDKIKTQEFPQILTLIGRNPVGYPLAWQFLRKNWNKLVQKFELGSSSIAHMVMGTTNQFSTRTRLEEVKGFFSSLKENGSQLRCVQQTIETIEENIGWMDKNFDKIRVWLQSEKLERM
S100A4 inh HTS = blocks human S100A4 binding to myosin IIA peptide; S100A4/TAMRA-MyoIIA peptide fluorescence polarization; inhibition, % at 10.7 µM; 360,000 tested, 0.14% active;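 active = mean inhibition of at least 70% across replicates, with every replicate also reaching that level; inconclusive = mean inhibition reaches 70% but some replicates fall short; inactive = mean inhibition below 70%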
Target sequence (P26447 whole entry, looked up): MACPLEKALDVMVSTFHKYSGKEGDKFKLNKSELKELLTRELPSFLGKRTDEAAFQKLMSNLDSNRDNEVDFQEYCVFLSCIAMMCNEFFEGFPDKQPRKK
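Material: S100A4 monomer protein | Medium: HEPES pH 7.2 with CaCl2, KCl, NaCl, DTT, Triton | Reagent: Labelled myosin peptide probe, 5 nM | Doses: One dose per compound | Times: 5 min incubation before reading | Benchmarks: Neutral control DMSO, positive control TFP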
Statin myotox sup = suppression of simvastatin myotoxicity; C2C12 myotubes + simvastatin, ATP luminescence, 48 h; scaled: DMSO 0, geranylgeraniol control 100; rescue of ATP level, % at 7.49 µM; 330,000 tested, 0.78% active; AID 602340;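 active = mean ATP rescue above about 67%, or every replicate alone reaching that limit, limit read from the data, passing the limit was not always enough; inconclusive = no clear call, values can overlap the other calls; inactive = mean under the limit and some replicate under it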;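 note: myotubes were challenged with 10 µM simvastatin during compound exposure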
Xi reactivation = reactivates the inactive X chromosome in mouse fibroblasts; XiGFP mouse fibroblasts, % GFP-positive cells imaging, 3 d; cells co-treated with 5-aza-dC sensitizer; scaled so ellipticine positive control = 100%; activation, % at 7.58 µM; 360,000 tested, 0.055% active;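 active = mean normalized replicate activation at least 10% and every replicate at or above 10%; inconclusive = only one of the two criteria met; inactive = mean below 10% and not all replicates reach 10%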;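 note: 0% = median of on-plate neutral control wells and 100% = ellipticine 6 µM median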
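System: XiGFP fibroblasts, SV40-immortalized. Medium: DMEM plus 5-aza-dC sensitizer. Doses: single point. Timing: 3 d treatment, 15 min room-temperature fixation. Control set: ellipticine 6 µM.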
LGR2 inh = blocks bursicon-induced cAMP signaling via Drosophila LGR2; HEK293 LGR2, CRE-luciferase, bursicon-stimulated, 4 h; 380,000 tested, 0.35% active; inhibition, % at 9.99 µM; AID 720647;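 active = drop in luminescence signal, shown as inhibition above about 50% in the replicate tests, limit read from the data, passing the limit was not always enough; inconclusive = probably only some replicates passing the limit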;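 note: agonist challenge used bursicon conditioned medium at about half maximal strength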
Cneo AK release = causes C. neoformans cell lysis; adenylate kinase release luminescence, 4 h; normalised: neutral wells 0, clomiphene wells 100; lysis activity, % at 15 µM; 360,000 tested, 0.2% active; AID 651654;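 active = mean lysis activity across replicates of at least 80%, whatever share of replicates individually reach that level; inactive = mean lysis activity below 80%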
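Material – Cryptococcus neoformans yeast cells · Quantity – 5 × 10^6 yeast cells/mL · Buffer or medium – YPD medium · Compound – single dose · Timing – 4 h static compound exposure, 37 °C, read 1 h post-reagent · Signal – adenylate kinase release luminescence · Read-out basis – lysis from increased AK signal · Benchmarks – Clomiphene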
PGC1a acetyl inh = PGC1a acetylation modulation, inhibitor mode; U2OS PGC1a acetylation, AlphaScreen anti-acetyl-lysine; with virally co-expressed GCN5 acetyltransferase; inhibition, % at 15.6 µM; 350,000 tested, 0.17% active;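 active = every replicate shows inhibition of at least 40%; inconclusive = mean inhibition at least 40% but some replicate below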;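 note: 0% = neutral control wells and 100% = positive control wells; some results beyond the cut were filed as inactive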
SIRT5 inh = inhibitors of human sirtuin-5 desuccinylase. Q9NXA8. Purified SirT5, succinyl-peptide AMC, trypsin-coupled fluorescence. inhibition, % at 15 µM. 330,000 tested, 1.1% active. AID 652115; in the data active = inhibition above about 15%; inconclusive = no clear call, values can overlap the other calls
Numbers without * were called inactive; ? = inconclusive; . = no result given; & = joins results of further samples.

Short keys – A = ERAP1 HTS inh; B = S100A4 inh HTS; C = Statin myotox sup; D = Xi reactivation; E = LGR2 inh; F = Cneo AK release; G = PGC1a acetyl inh; H = SIRT5 inh
1. COc1ccc2c3c([nH]c2c1)C1(NCC3)C(=O)Nc2ccccc21 (configuration not stated)
  A = -1	B = -13	C = 15	D = 0.0	E = -10	F = -2	G = -6	H = 2
2. CC(C)C(=O)N1CCN(c2ccc(NC(=S)NC(=O)c3cc4ccccc4o3)cc2)CC1
  A = -4	B = -1	C = -6	D = -0.1	E = -32	F = -6	G = .	H = -3
3. N#Cc1cccc(-c2ccc(C3[C@H]4CNC[C@@H]3N4Cc3ccc4c(c3)OCO4)cc2)c1 (some centres not stated)
  A = 1&0	B = 11&0	C = .	D = 0.1&0.6	E = 6&-25	F = .	G = -10&6	H = 1&-1
4. O=C(NCc1cccc(CNC(=O)Nc2cccc(O)c2)c1)Nc1cccc(O)c1
  A = -10	B = -4	C = 6	D = 0.2	E = -13	F = 1	G = 1	H = -7
5. Cn1ccc(C(=O)NC(=S)N2CCSCC2)n1
  A = 4	B = 1	C = .	D = 0.0	E = -4	F = .	G = .	H = 2
6. Cc1ccn2c(=O)nc(SCC(=O)N3CCCc4ccccc43)nc2c1
  A = 0	B = -2	C = -2	D = 0.0	E = 8	F = .	G = .	H = 1
7. CC1(NC(=O)Nc2cccc(Br)c2)CCS(=O)(=O)C1 (configuration not stated)
  A = -3	B = 18	C = 4	D = 0.2	E = 2	F = 1	G = 10	H = .
8. N#CC(c1ccccn1)c1ncc(C(F)(F)F)cc1Cl (configuration not stated)
  A = -7	B = 1	C = -1	D = 0.0	E = -42	F = -1	G = -1	H = -4
9. O=C(c1cc(COc2c(F)cccc2F)on1)N1C[C@H]2CC[C@H]1C2
  A = 1	B = -6	C = 1	D = 0.0	E = -62	F = -2	G = 12	H = -2
10. Cc1ccccc1N1CC(C(=O)Nc2ccc(S(=O)(=O)N3CCCCC3)cc2)CC1=O (configuration not stated)
  A = 0	B = -2	C = -5	D = 0.3	E = -4	F = .	G = .	H = -2
11. Cn1c(CNC(=O)c2ccc3c(c2)OCO3)nnc1SCC(=O)Nc1ccc(F)cc1
  A = -5	B = -11	C = ?	D = 0.0	E = -4	F = 4	G = -11	H = -1
12. C[C@@H]1CN([C@@H](C)CO)C(=O)c2cccc(NC(=O)c3ccc(-c4nccs4)cc3)c2O[C@H]1CN(C)C(=O)NC1CCCCC1
  A = 1	B = 37	C = 1	D = -0.1	E = -3	F = 1	G = -6	H = 1
13. Cc1noc2ncnc(Oc3ccc(C(C)(C)C)cc3)c12
  A = -7	B = -1	C = 17	D = 0.4	E = 0	F = -1	G = -13	H = 0
14. O=C(N/N=C/c1ccc[nH]1)c1ccccc1OCc1ccc(F)cc1
  A = .	B = 2	C = 7	D = 0.1	E = -9	F = .	G = -4	H = 22*
15. Cn1c(C(=O)NCc2cccnc2)cc2sccc21
  A = -6	B = -1	C = 6	D = .	E = 1	F = -1	G = 3	H = -3
16. C[C@@H]1CN([C@@H](C)CO)C(=O)c2cc(C#CC3(O)CCCC3)cnc2O[C@@H]1CN(C)C(=O)Cc1ccccc1
  A = 0	B = 10	C = 16	D = 0.3	E = 5	F = -2	G = -4	H = 0
17. O=C(NC1CCCCC1)c1cc2nc(-c3ccco3)cc(C(F)(F)F)n2n1
  A = .	B = -4	C = -96	D = .	E = .	F = -2	G = -13	H = .
18. CCc1ccc(-c2ccc3nnc(SC)n3n2)cc1
  A = 9	B = -7	C = -3	D = 0.0	E = -8	F = 0	G = 7	H = -1
19. COC(=O)Cn1ncc(N2CC(C)OC(C)C2)c(Cl)c1=O (configuration not stated)
  A = 2	B = 9	C = 2	D = 0.5	E = 12	F = 7	G = -6	H = -1
20. O=C(Cc1c(F)cccc1Cl)Nc1cccc(S(=O)(=O)NC2=NCCCCC2)c1
  A = 0	B = -3	C = 8	D = 0.0	E = 26	F = -1	G = .	H = -2
21. Cc1ccc2ccc3ccc(C)nc3c2n1
  A = -1	B = 3	C = -1	D = 1.7	E = -3	F = 16	G = 7	H = 0
22. O=C(NNC(=O)c1cc(C(F)(F)F)cc(C(F)(F)F)c1)c1ccc(Cl)cc1
  A = 0	B = -7	C = .	D = 0.2	E = -1	F = -1	G = -6	H = -2
23. Cc1ccc(SCC(=O)NC2CCS(=O)(=O)C2)cc1 (configuration not stated)
  A = 19	B = -2	C = .	D = 0.0	E = -6	F = .	G = .	H = 0
24. CN(C)CCCN=C(NO)c1ccc(Cl)cc1Cl
  A = -1	B = -27	C = -3	D = -0.1	E = -4	F = 0	G = 2	H = -2
25. O=C(CSc1ccc(Br)cc1)NCC1(N2CCCCC2)CCCCC1
  A = 0	B = -19	C = -7	D = 0.0	E = 4	F = 1	G = 4	H = -3
26. O=c1[nH]c(N2CCOCC2)nc2ccccc12
  A = -2	B = 1	C = 6	D = 0.0	E = -2	F = 1	G = .	H = -5
27. C/C=C/c1ccc([C@H]2[C@@H](CNC(C)C)N(C(=O)c3ccccn3)[C@H]2CO)cc1
  A = .	B = .	C = 1	D = 0.2	E = 9	F = -9	G = -12	H = .
28. COc1ccc(/C=C/C(=O)OCC(=O)Nc2ccc(Cl)cc2F)cc1S(=O)(=O)N1CCOCC1
  A = 0	B = -3	C = .	D = 0.0	E = -11	F = .	G = .	H = -6
29. C[C@H]1CN([C@@H](C)CO)C(=O)c2c(c3ccccc3n2C)-c2ccccc2CO[C@H]1CN(C)Cc1ccc(Oc2ccccc2)cc1
  A = -1	B = -5	C = .	D = 0.1	E = 15	F = .	G = -15	H = -4
30. C[C@@H]1CN([C@H](C)CO)C(=O)c2cccc(NC(=O)Nc3ccccc3)c2O[C@@H]1CN(C)Cc1ccc(C(=O)Nc2ccccc2N)cc1
  A = 2	B = 0	C = 22	D = 0.1	E = -1	F = 5	G = -1	H = 1
31. COc1ccc(C2=NN(C(=O)C(O)c3ccccc3)C(O)(C(F)(F)F)C2)cc1 (configuration not stated)
  A = 1	B = -3	C = .	D = 0.0	E = 5	F = .	G = .	H = -1
32. CN(Cc1ccc(Cl)cc1Cl)C(=O)c1cccc(S(=O)(=O)NCc2ccccc2)c1
  A = 0	B = 6	C = 14	D = 0.2	E = 1	F = 4	G = 2	H = -2
33. CC(=O)Nc1ccc(OCC(O)Cn2nc(C)nc2C)cc1 (configuration not stated)
  A = .	B = .	C = 2	D = .	E = -2	F = -3	G = 39	H = .
34. COC(=O)c1cc2c(c3c4cc(F)ccc4n(S(=O)(=O)c4cccc(C)c4)c13)C(=O)N(Cc1ccccc1OC)C2
  A = 0	B = -6	C = .	D = -0.1	E = -3	F = .	G = .	H = .
35. COc1nc(=O)n(C2C=CC(=O)O2)cc1F (configuration not stated)
  A = 1	B = 1	C = .	D = 1.4	E = -23	F = -4	G = .	H = .
36. COC(=O)c1sc2nc(SCC(=O)N(C)c3ccccc3)n(N)c(=O)c2c1C
  A = 9	B = 0	C = -2	D = 0.0	E = -3	F = .	G = -3	H = -2
37. O=C(Nc1ccccc1F)Nc1ccccc1F
  A = -1	B = -2	C = -13	D = 0.3	E = -102	F = -3	G = .	H = -1
38. CCn1nc(C)c(CNC(=O)c2cc(COc3cncc(Cl)c3)on2)c1C
  A = 0	B = -2	C = 0	D = 0.2	E = 13	F = 0	G = 6	H = -1
39. CCCNC(=O)N1CC2(CN(Cc3ccc(F)cc3)C2)c2c([nH]c3cc(OC)ccc23)[C@H]1CO
  A = 0	B = 2	C = .	D = 0.5	E = -51	F = .	G = 4	H = 4
40. CN(CCCCCCN(C)Cc1ccccc1O)Cc1ccccc1O
  A = -6	B = 2	C = -8	D = 0.1	E = -5	F = 1	G = 2	H = -1
41. COC(=O)c1cn(NC(=O)Cc2cccc(C(F)(F)F)c2)c(=O)c2ccccc12
  A = 0	B = 4	C = .	D = -0.2	E = -2	F = .	G = -7	H = -4
42. CC(C)CNC(=S)NC1CC2CCCC(C1)N2Cc1ccco1 (configuration not stated)
  A = -2	B = 3	C = 1	D = .	E = -3	F = 0	G = -20	H = 1
43. Cc1ccc(N(Cc2ccccc2)C(=O)c2cccc(F)c2)cc1
  A = -6	B = -4	C = 8	D = 0.4	E = -30	F = -8	G = .	H = 3
44. COc1ccc(-c2cc(C#N)nc(Cl)n2)cc1
  A = .	B = -2	C = .	D = -0.1	E = -12	F = .	G = -23	H = -3
45. N#Cc1cccc(S(=O)(=O)NCC(=O)NCc2ccc3c(c2)OCO3)c1
  A = 3	B = -4	C = 4	D = -0.1	E = -10	F = 1	G = 6	H = -4
46. COc1ccc(S(=O)(=O)N2CCCCCC2)cc1NC(=O)CN(C)Cc1ccc2c(c1)OCO2
  A = -1	B = 1	C = 9	D = 0.8	E = 8	F = -1	G = -1	H = -1
47. Cc1cc(NC(=O)CS(=O)(=O)c2cn(Cc3cccc(C(F)(F)F)c3)c3ccccc23)no1
  A = 2	B = -4	C = 9	D = 0.0	E = 21	F = -2	G = 7	H = 7
48. Cc1ccc2nc(C3CCN(CC(=O)Nc4ccc5c(c4)OCCO5)CC3)[nH]c2c1
  A = .	B = .	C = -2	D = .	E = 5	F = -1	G = 2	H = .
49. COc1ccc(CNc2nc3ccccc3n2C)c(OC)c1
  A = -4	B = 1	C = .	D = 0.1	E = -23	F = .	G = 1	H = 0
50. CNC[C@@H]1Oc2ccc(NC(=O)CCN3CCOCC3)cc2CC(=O)N([C@H](C)CO)C[C@H]1C
  A = 5	B = 5	C = 6	D = -0.2	E = -4	F = 0	G = 1	H = .

Further entries follow:
Short keys – A = ERAP1 HTS inh; B = S100A4 inh HTS; C = Statin myotox sup; D = Xi reactivation; E = LGR2 inh; F = Cneo AK release; G = PGC1a acetyl inh; H = SIRT5 inh
51. CCS(=O)(=O)CCSc1nc2ccccc2o1
  A = 0	B = -2	C = 1	D = .	E = 9	F = 0	G = 6	H = -3
52. CCc1ccccc1NC(=O)NCc1ccc2c(c1)OCO2
  A = -2	B = 1	C = 18	D = 0.1	E = 4	F = 10	G = .	H = -1
53. COc1ccc(OC(=O)Cc2cccc3ccccc23)cc1
  A = 1	B = 14	C = 0	D = -0.1	E = -9	F = -3	G = 9	H = 15*
54. COCCNC(=S)N1CCc2cc(OC)c(OC)cc2C1c1cccs1 (configuration not stated)
  A = -1	B = -3	C = -2	D = 0.3	E = 17	F = 0	G = 3	H = -3

The list is partial; count on the stated rates, not on these rows.
